HT1080-NT tox – kills 2HG-producing HT-1080-NT fibrosarcoma cells. hit rate 1.6% among 360,000. AID 686970. HT-1080-NT fibrosarcoma viability, CellTiter-Glo ATP luminescence, 48 h. Potency, µM (highest dose often 46.1 µM), for inactives: top-dose activity, negative = less viability, most hits filed as cytotoxic;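 note: NT is the 2HG producing partner of a matched IDH1 knockdown line; potency is the fitted concentration of half-maximal effect; 0% = DMSO-treated cells and -100% = media-only wells without cells; nearly all actives have a fitted effect of over 55% in size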
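Fibrosarcoma NT cells, 750 per well in 5% FBS RPMI, were exposed to compound for 48 hours. Viability: CellTiter-Glo luminescence.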
HEK293 tox – cytotoxic in the GLP-1 receptor inverse agonist counter-screen; HEK293 cAMP-luciferase reporter cells, luminescence, 24 h; Potency, µM (highest dose often 38.3 µM), for inactives: at the top dose activity change, negative = inhibition, actives largely listed as inhibitors; hit rate 0.13% among 410,000; AID 624418;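 note: loss of luciferase light is scored as toxicity; potency is the fitted concentration of half-maximal effect; % is set by controls: 0 for no effect and ±100 for the full control effect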
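Seeding density was 200 cells/uL; after overnight-length (12 h) culture, 23 nL compounds went on for 24 h at 37 °C. Readout used a luciferase detection reagent, luminescence taken after 12 min at room temperature.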
SW480 rereplic – inducers of DNA re-replication in SW480 colon cancer cells; SW480 DNA re-replication, Hoechst DNA content imaging, 48 h; Potency, µM (doses to about 46.1 µM), for the others: top-dose re-replication activation, most hits filed as activators; hit rate 1.8% among 340,000; AID 624297; note: potency is the fitted concentration of half-maximal effect; % of control where 0% means no effect; nearly all actives have a fitted effect of over 55% in size
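SW480 cells exposed to compounds for 48 hr at 37 C, 5% CO2, then Hoechst-stained 40 min. Nuclear DNA content imaged by fluorescence scanning (405 nm excitation, 500-530 nm emission); re-replication scored as increased high-intensity nuclei.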
D3 ag – agonists of human D3 dopamine receptor; D3R DiscoveRx beta-arrestin cells, luminescence, 90 min; max activation, %; hit rate 0.58% among 410,000; P35462; in the data active = max activation above about 30%; note: 0% is about no effect; mostly tested at two doses, the higher about 12 µM
Target sequence (P35462 whole entry, looked up): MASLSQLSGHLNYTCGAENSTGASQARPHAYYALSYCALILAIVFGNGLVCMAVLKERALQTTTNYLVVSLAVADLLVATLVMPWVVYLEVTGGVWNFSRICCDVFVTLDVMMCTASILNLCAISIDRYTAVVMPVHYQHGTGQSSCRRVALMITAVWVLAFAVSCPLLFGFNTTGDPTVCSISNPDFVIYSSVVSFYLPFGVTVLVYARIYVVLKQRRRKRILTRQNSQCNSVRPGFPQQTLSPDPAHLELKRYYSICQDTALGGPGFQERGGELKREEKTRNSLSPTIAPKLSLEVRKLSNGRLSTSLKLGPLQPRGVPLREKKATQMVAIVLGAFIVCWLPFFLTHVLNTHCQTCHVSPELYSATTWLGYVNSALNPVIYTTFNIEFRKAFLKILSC
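Agonist-mode cell screen: cells plated at 1500/well and incubated overnight at 37 °C, then exposed to library compounds for 90 min at 37 °C. Detection reagent was added for 30–60 min at room temperature, and luminescence was read.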
KB-V1 MDR tox – KB-V1 MDR subline cytotoxicity; KB-V1 MDR cells viability, CellTiter-Glo, 72 h; Potency, µM (series often up to 46.1 µM), for inactives: top-dose activity change, negative = cytotoxicity, hits mostly cytotoxic; hit rate 3.4% among 400,000; note: potency is the fitted concentration of half-maximal effect; % is set by controls: 0 for no effect and ±100 for the full control effect; nearly all actives have a fitted effect of over 60% in size
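Compound-treated KB-V1 multidrug-resistant cells, 72 h, 37 degrees C; viability by CellTiter-Glo. Fitted qHTS curves give the values.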
IL-1B inflam inh – inflammasome signaling inhibition, IL-1 beta readout | AID 743279 | hit rate 4.7% among 360,000 | activity change, % at 57.5 µM | THP-1 LPS/ATP IL-1B secretion, AlphaLISA, 16 h; stronger effect = lower value; in the data active = activity change below about -50%; inconclusive = mostly about -30% to -49%; note: % is set by controls: 0 for no effect and ±100 for the full control effect
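THP-1 cells pretreated 1 hr with compounds (up to 57.5 uM final), then stimulated with LPS (250 ng/mL final) plus ATP (1.25 mM final); secreted IL-1B measured by AlphaLISA after 16 hr, decreased signal indicating inhibition.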
KB-3-1 tox – kills parental KB-3-1 adenocarcinoma cells; Potency, µM (top dose mostly 46.1 µM), inactives show top-dose activity change, negative = cytotoxic, usual class: cytotoxic; AID 1347075; hit rate 1.4% among 400,000; KB-3-1 viability, CellTiter-Glo ATP luminescence, 72 h; note: potency is the fitted concentration of half-maximal effect; % is set by controls: 0 for no effect and ±100 for the full control effect; nearly all actives have a fitted effect of over 60% in size
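Cells are dispensed, compounds pinned in, plates held at 37 °C for 72 h, then CellTiter-Glo is added and luminescence read after 10 minutes. Cell line: parental KB-3-1 in phenol-red-free DMEM, 10% FBS.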
MCF10A rereplic – inducers of DNA re-replication in MCF 10A breast cells. MCF 10A DNA re-replication, Hoechst nuclear intensity, 48 h. Potency, µM (doses to about 46.1 µM), without a hit: at the highest dose activity, positive = re-replication, hits mostly activators. hit rate 2.9% among 350,000; note: potency is the fitted concentration of half-maximal effect; % of control where 0% means no effect; nearly all actives have a fitted effect of over 50% in size
HT1080 IDH1KD tx – kills HT-1080 cells with IDH1 knockdown. HT-1080 IDH1 knockdown viability, ATP luminescence, 48 h. hit rate 2% among 360,000. Potency, µM (doses to about 46.1 µM), for the others: top-dose activity, negative = toxicity, actives largely listed as cytotoxic;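 note: potency is the fitted concentration of half-maximal effect; 0% = DMSO wells and -100% = cell-free medium wells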
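Using the IDH1-knockdown HT-1080 line run in the same batch and compound series as the NT line, viability after 48 h at 37 °C was determined by CellTiter-Glo luminescence and expressed as % activity.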
Starred values were filed as active, the others as inactive; ? = inconclusive; . = no result given; & = joins results of further samples; [ ] = another dose, or the depositor's remark. Unless noted, calls come from the whole dose curve; as a rule, active = well fitted curve in the direction sought with a large enough effect; inconclusive = small, poorly fitted or top-dose-only effect, or another doubt; inactive = no such curve, though single readings can be large; an effect the other way counts as inactive or inconclusive.

Letter code: A = HT1080-NT tox; B = HEK293 tox; C = SW480 rereplic; D = D3 ag; E = KB-V1 MDR tox; F = IL-1B inflam inh; G = KB-3-1 tox; H = MCF10A rereplic; I = HT1080 IDH1KD tx
COc1ccccc1NC(=O)C1CCCN(S(=O)(=O)c2ccc3[nH]c(=O)ccc3c2)C1 (stereo not drawn)
  A: 6%; B: 3%; C: 3%; D: -1; E: ?; F: 25; G: 3%; H: 9%; I: 1%

CCOCCCNC(=S)Nc1ccc2nc(N3CCOCC3)cc(C)c2c1
  A: 1%; B: 1%; C: -7%; D: -3; E: -12%; F: -12; G: 1%; H: -3%; I: 1%

COc1ccc(NC(=O)C(Cc2ccccc2)NS(=O)(=O)c2ccc3c(c2)oc(=O)n3C)c(OC)c1 (stereo not drawn)
  A: .; B: 7%; C: .; D: -13; E: -6%; F: .; G: -4%; H: .; I: .

O=C(NC1CCN(Cc2ccc(F)cc2)CC1)c1ccccc1
  A: 22%; B: -5%; C: -2%; D: -49; E: -1%; F: 2; G: 0%; H: -11%; I: 10%

CCCc1nnc(SCC(=O)N2CCOCC2)n1CCCOC
  A: -1%; B: 48%[activator]; C: 3%[9.22 µM]; D: 4; E: 7%; F: 14; G: 10%; H: -53%[inhibitor]; I: 1%

Cc1cc2c(cc1C)C(c1ccccc1Br)CC(=O)N2 (stereo not drawn)
  A: -5%; B: -28%; C: ?; D: 3; E: 23µM*; F: 39; G: 18µM*; H: ?; I: -9%

COc1cc(NC(=O)COc2ccc(Br)cc2)ccc1NC(=O)C(C)C
  A: 16%; B: -6%; C: -1%; D: 1; E: 3%; F: -4; G: 9%; H: 14%; I: 14%

COc1ccccc1CNC(=O)c1cc2cc3ccc(Cl)cc3nc2o1
  A: .; B: -4%; C: .; D: -2; E: ?; F: .; G: 7%; H: .; I: .

Cc1cc(S(=O)(=O)N2CCN(c3ccccc3F)CC2)ccc1-n1cnnn1
  A: 2%; B: -22%; C: 1%; D: 2; E: 21µM*; F: -53*; G: ?; H: 8%; I: -2%

CN(/N=C/c1ccc(N(C)C)cc1)C1=NS(=O)(=O)c2ccccc21
  A: ?; B: 36%[activator]; C: 7.3µM*; D: -9; E: 0%; F: -12; G: ?; H: 8.2µM*; I: ?

Cc1ccc(C(=O)CSc2nnc3c4ccccc4nc(Cc4ccccc4)n23)cc1
  A: 17%; B: 10%; C: 9%; D: 0; E: -19%; F: 4; G: -8%; H: 11%; I: 22%

COC(=O)c1sccc1NC(=O)c1ccncc1
  A: -1%; B: 2%; C: -1%; D: -3; E: -17%; F: -10; G: -8%; H: 2%; I: 15%

CN(C)S(=O)(=O)c1cccc(NC(=O)CNC2CCCCC2)c1
  A: 5%; B: 6%; C: -19%; D: -5; E: ?; F: -19; G: 0%; H: 13%; I: 4%

Cc1ccc(NC(=O)Cn2cncc2-c2ccc([N+](=O)[O-])cc2)cc1C
  A: 6%; B: 24%; C: -16%; D: 0; E: -1%; F: 17; G: 15%; H: -4%; I: 6%

Fc1cccc(Cc2noc(CN3CCSCC3)n2)c1
  A: 18%; B: -7%; C: -30%[inhibitor]; D: 1; E: 15%; F: 42; G: 21%; H: -17%; I: 19%

Given as a markdown table: part of the list above.
| structure | HT1080-NT tox | HEK293 tox | SW480 rereplic | D3 ag | KB-V1 MDR tox | IL-1B inflam inh | KB-3-1 tox | MCF10A rereplic | HT1080 IDH1KD tx |
| --- | --- | --- | --- | --- | --- | --- | --- | --- | --- |
| COc1ccccc1NC(=O)C1CCCN(S(=O)(=O)c2ccc3[nH]c(=O)ccc3c2)C1 (stereo not drawn) | 6% | 3% | 3% | -1 | ? | 25 | 3% | 9% | 1% |
| CCOCCCNC(=S)Nc1ccc2nc(N3CCOCC3)cc(C)c2c1 | 1% | 1% | -7% | -3 | -12% | -12 | 1% | -3% | 1% |
| COc1ccc(NC(=O)C(Cc2ccccc2)NS(=O)(=O)c2ccc3c(c2)oc(=O)n3C)c(OC)c1 (stereo not drawn) | . | 7% | . | -13 | -6% | . | -4% | . | . |
| O=C(NC1CCN(Cc2ccc(F)cc2)CC1)c1ccccc1 | 22% | -5% | -2% | -49 | -1% | 2 | 0% | -11% | 10% |
| CCCc1nnc(SCC(=O)N2CCOCC2)n1CCCOC | -1% | 48%[activator] | 3%[9.22 µM] | 4 | 7% | 14 | 10% | -53%[inhibitor] | 1% |
| Cc1cc2c(cc1C)C(c1ccccc1Br)CC(=O)N2 (stereo not drawn) | -5% | -28% | ? | 3 | 23µM* | 39 | 18µM* | ? | -9% |
| COc1cc(NC(=O)COc2ccc(Br)cc2)ccc1NC(=O)C(C)C | 16% | -6% | -1% | 1 | 3% | -4 | 9% | 14% | 14% |
| COc1ccccc1CNC(=O)c1cc2cc3ccc(Cl)cc3nc2o1 | . | -4% | . | -2 | ? | . | 7% | . | . |
| Cc1cc(S(=O)(=O)N2CCN(c3ccccc3F)CC2)ccc1-n1cnnn1 | 2% | -22% | 1% | 2 | 21µM* | -53* | ? | 8% | -2% |
| CN(/N=C/c1ccc(N(C)C)cc1)C1=NS(=O)(=O)c2ccccc21 | ? | 36%[activator] | 7.3µM* | -9 | 0% | -12 | ? | 8.2µM* | ? |
| Cc1ccc(C(=O)CSc2nnc3c4ccccc4nc(Cc4ccccc4)n23)cc1 | 17% | 10% | 9% | 0 | -19% | 4 | -8% | 11% | 22% |

(next part)
Letter code: A = HT1080-NT tox; B = HEK293 tox; C = SW480 rereplic; D = D3 ag; E = KB-V1 MDR tox; F = IL-1B inflam inh; G = KB-3-1 tox; H = MCF10A rereplic; I = HT1080 IDH1KD tx
O=C(CCn1c(=O)c2ccccc2n(CC(=O)NC2CCCC2)c1=O)NCCc1ccc(Cl)cc1
  A: 22%; B: -3%; C: -9%; D: 2; E: 11%; F: -4; G: 0%; H: ?; I: 21%

COc1ccc(C)cc1NC(=O)CN1CCCN(S(=O)(=O)c2ccc(Br)cc2)CC1
  A: -20%; B: 1%&6%; C: -24%; D: -3&7; E: -13%&-16%; F: -30; G: 5%&-21%; H: ?; I: 0%

C=CCNC(=O)C1CCN(c2cnccn2)CC1
  A: ?; B: -2%; C: -50%[inhibitor]; D: -3; E: ?; F: 0; G: -13%; H: 0.23µM*; I: 11%

Clc1cccc(C[n+]2cc(-c3ccccc3)n3c2CCC3)c1
  A: 0%; B: -18%; C: -33%[inhibitor]; D: 19; E: -8%; F: -4; G: 9.2µM*; H: 17%; I: ?

CC(=O)Nc1c2c(nn1-c1ccccc1)CSC2
  A: 11%; B: -25%; C: 25%; D: 8; E: 12%; F: 3; G: -1%; H: 0%; I: 4%

C[C@H]1CN([C@@H](C)CO)S(=O)(=O)c2ccc(Br)cc2O[C@H]1CN(C)Cc1ccc(F)cc1
  A: -14%; B: 5%; C: .; D: 8; E: -2%; F: -10; G: 16%; H: .; I: -9%

COc1cccc(C(=O)Nc2cc([N+](=O)[O-])ccc2N2CCN(C)CC2)c1
  A: -20%; B: -4%; C: 3%; D: 0; E: ?; F: -11; G: -5%; H: -7%; I: ?

Cc1c(C)c2ccc(O)c(CN3CCN(C)CC3)c2oc1=O
  A: 27%; B: 118%[activator]; C: 2%; D: 2; E: 1%; F: -28; G: 12%; H: -7%; I: 28%

COCc1nnc(NC(=O)CCC2CCCCC2)s1
  A: 9%; B: -15%; C: -2%; D: 4; E: 2%; F: 0; G: 15%; H: -17%; I: 16%

Rows were taken by chance. Share with any hit: about 11%.
